# All columns: NCI-60 one-dose screen, growth in % after 48 h at 10 µM unless noted; 100 = growth as untreated, 0 = no growth, -100 = all killed.
# U251: U251 CNS tumor cells; 80,000 compounds, 5.4% hits; AID 1794753
# SNB-19: SNB-19 CNS cancer cells; 81,000 compounds, 2.5% hits; AID 1794751
# SF-268: SF-268 CNS cancer cells; AID 1794759; 82,000 compounds, 3.1% hits
# SF-539: SF-539 CNS cancer | 81,000 compounds, 6.8% hits | AID 1794752
# SF-295: SF-295 CNS cancer cells; AID 1794758; 79,000 compounds, 5.6% hits
# HCC-2998: HCC-2998 colon cancer. 79,000 compounds, 4.7% hits. AID 1794799
# SNB-75: SNB-75 CNS cancer. 79,000 compounds, 5% hits
# PC-3: PC-3 prostate cancer cells | 80,000 compounds, 3.9% hits | AID 1794754
# DU-145: DU-145 prostate cancer. 81,000 compounds, 4.2% hits. AID 1794760
# * = called active by the depositor; · = not tested or not shown; & = joins results of further samples. Rule for the calls: active = growth percent below 10; inactive = the rest.
# Labels used below – A = U251; B = SNB-19; C = SF-268; D = SF-539; E = SF-295; F = HCC-2998; G = SNB-75; H = PC-3; I = DU-145
COc1ccc(C2NC(=S)NC(C)=C2C(=O)Nc2ccc(S(N)(=O)=O)cc2)cc1OC (stereo not given)
  A: 112; B: 99; C: 102; D: 104; E: 102; F: 114; G: 141; H: 123; I: 114

CC(=O)NCCCCCC(=O)O
  A: 96; B: 104; C: 110; D: 116; E: 108; F: 99; G: 103; H: 108; I: 115

Cc1nnc(NS(=O)(=O)c2ccc(N)cc2)s1
  A: 103; B: 110; C: 103; D: ·; E: 98; F: 100; G: 99; H: 104; I: 105

CC1=C(C(=O)O)N2C(=O)[C@@H](NC(=O)[C@H](N)c3ccc(O)cc3)[C@H]2SC1
  A: 105; B: 108; C: 148; D: 121; E: 114; F: 114; G: 84; H: 106; I: 163

Cc1onc(-c2ccccc2Cl)c1C(=O)N[C@@H]1C(=O)N2[C@@H]1SC(C)(C)[C@@H]2C(=O)O
  A: 98; B: 105; C: 110; D: 112; E: 104; F: 100; G: 103; H: 98; I: 123

Nc1nnc(-c2c[nH]c3ccc(F)cc23)c(-c2c[nH]c3ccc(F)cc23)n1
  A: 91; B: 84; C: 93; D: 97; E: 110; F: 105; G: 76; H: 81; I: 104

Cn1cc(-c2nnc(-c3cn(C)c4ncccc34)s2)c2cc(Br)ccc21
  A: 106; B: 95; C: 103; D: 95; E: 99; F: 106; G: 89; H: 101; I: 112

O=C(/C=C/c1ccc(Cl)nc1)c1ccc(Cl)c(Cl)c1
  A: 62; B: 86; C: 96; D: 92; E: 88; F: 97; G: 100; H: 101; I: 104

[2H]c1nc(Nc2ncc(F)c(-c3cc(F)c4nc(C)n(C(C)C)c4c3)n2)c([2H])c([2H])c1CN1CCN(CC)CC1
  A: 46; B: 62; C: 54; D: 67; E: 59; F: 64; G: 27; H: 48; I: 59

CCCNCCC
  A: 97; B: 99; C: 99; D: 101; E: 104; F: 86; G: 106; H: 98; I: 108

Cc1ccc2c(c1)C(=O)N(c1cccc(S(N)(=O)=O)c1)C2=O
  A: 101; B: 102; C: 106; D: 101; E: 99; F: 91; G: 105; H: 89; I: 106

COc1ccc(-c2cc(=O)c3c(O)cc(O[C@@H]4O[C@H](CO[C@H]5O[C@H](C)[C@@H](O)[C@H](O)[C@@H]5O)[C@@H](O)[C@H](O)[C@H]4O)cc3o2)cc1O
  A: 106; B: 101; C: 111; D: 111; E: 108; F: 99; G: 104; H: 86; I: 123

CN(C)CCCN1c2ccccc2Sc2ccccc21
  A: 85&92; B: 94&102; C: 102&93; D: 90; E: 116&93; F: 100&90; G: 62&71; H: 86&77; I: 108&114

CN1CCN(c2ccc(C(=O)Nc3n[nH]c4ccc(Cc5cc(F)cc(F)c5)cc34)c(NC3CCOCC3)c2)CC1
  A: -84*; B: -50*; C: -61*; D: -92*; E: -70*; F: -81*; G: -93*; H: -12*; I: 20

CC(=O)O[C@]1(C(C)=O)CC[C@H]2[C@@H]3C=C(Cl)C4=CC(=O)[C@@H]5C[C@@H]5[C@]4(C)[C@H]3CC[C@@]21C
  A: 107; B: 102; C: 98; D: 102; E: 108; F: 99; G: 100; H: 88; I: 100

# Continued, overlapping the part above by 4 compounds.
# Labels used below – A = U251; B = SNB-19; C = SF-268; D = SF-539; E = SF-295; F = HCC-2998; G = SNB-75; H = PC-3; I = DU-145
COc1ccc(-c2cc(=O)c3c(O)cc(O[C@@H]4O[C@H](CO[C@H]5O[C@H](C)[C@@H](O)[C@H](O)[C@@H]5O)[C@@H](O)[C@H](O)[C@H]4O)cc3o2)cc1O
  A: 106; B: 101; C: 111; D: 111; E: 108; F: 99; G: 104; H: 86; I: 123

CN(C)CCCN1c2ccccc2Sc2ccccc21
  A: 85&92; B: 94&102; C: 102&93; D: 90; E: 116&93; F: 100&90; G: 62&71; H: 86&77; I: 108&114

CN1CCN(c2ccc(C(=O)Nc3n[nH]c4ccc(Cc5cc(F)cc(F)c5)cc34)c(NC3CCOCC3)c2)CC1
  A: -84*; B: -50*; C: -61*; D: -92*; E: -70*; F: -81*; G: -93*; H: -12*; I: 20

CC(=O)O[C@]1(C(C)=O)CC[C@H]2[C@@H]3C=C(Cl)C4=CC(=O)[C@@H]5C[C@@H]5[C@]4(C)[C@H]3CC[C@@]21C
  A: 107; B: 102; C: 98; D: 102; E: 108; F: 99; G: 100; H: 88; I: 100

CCOC(=O)c1cccc(N)c1
  A: 106; B: 107; C: 103; D: 105; E: 98; F: 102; G: 101; H: 90; I: 103

CNC(=O)c1cc(Oc2ccc(NC(=O)Nc3cc(C(C)(C)C)nn3-c3ccc4ncccc4c3)c(F)c2)ccn1
  A: -22*; B: 1.4*; C: -20*; D: -66*; E: -13*; F: -31*; G: -94*; H: -24*; I: -22*

CCC(=O)O[C@]1(C(=O)SCF)[C@H](C)CC2C3CC(F)C4=CC(=O)C=C[C@]4(C)C3(F)[C@@H](O)C[C@@]21C (stereo not given in full)
  A: 105; B: 103; C: 95; D: 84; E: 119; F: 113; G: 93; H: 81; I: 105

CCCOc1ccccc1-c1nc2n[nH]nc2c(=O)[nH]1
  A: 102; B: 100; C: 98; D: 106; E: 105; F: ·; G: 110; H: 90; I: 109

OC1(c2ccc(Cl)c(C(F)(F)F)c2)CCN(CCCC(c2ccc(F)cc2)c2ccc(F)cc2)CC1
  A: -93*; B: 12; C: -90*; D: -75*; E: -85*; F: -97*; G: -66*; H: -66*; I: -97*

CC1(O)CC(c2nc(-c3ccc4ccc(-c5ccccc5)nc4c3)c3c(N)nccn23)C1 (stereo not given)
  A: 57; B: 65; C: 44; D: -2.5*; E: 47; F: 49; G: 32; H: 35; I: 34

O=C1NCC2(CCN(CCc3ccccc3)CC2)O1
  A: 96; B: 102; C: 108; D: 104; E: 102; F: 98; G: 97; H: 101; I: 113

O=C(c1ccc(F)c(F)c1Nc1ccc(I)cc1F)N1CC(O)([C@@H]2CCCCN2)C1
  A: 15; B: 36; C: 45; D: 29; E: 55; F: -52*; G: 22; H: 39; I: 46

NC(=O)CC(N)C(=O)O (stereo not given)
  A: 107; B: 97; C: 100; D: 113; E: 108; F: 106; G: 110; H: 100; I: 103

O=C(/C=C/c1ccc(Cl)nc1)c1cccs1
  A: 61; B: 78; C: 101; D: 96; E: 101; F: 97; G: 85; H: 107; I: 106

CC(=O)[C@H]1CC[C@H]2[C@@H]3C[C@H](C)C4=CC(=O)CC[C@]4(C)[C@H]3[C@@H](O)C[C@]12C
  A: 102; B: 103; C: 104; D: 100; E: ·; F: 99; G: 138; H: 83; I: 105

COc1cc(OC)c2c(=O)[nH]c(-c3cc(C)c(OCCO)c(C)c3)nc2c1
  A: ·; B: 101; C: 91; D: 99; E: 87; F: 97; G: 60; H: 85; I: 93

O=C(CSc1nc(NC(=O)CN2CCN(c3cc4c(cc3F)c(=O)c(C(=O)O)cn4C3CC3)CC2)cc(=O)[nH]1)Nc1ccccc1
  A: 104; B: 98; C: 96; D: 98; E: 102; F: 98; G: ·; H: 91; I: 104

CC1CCC(C(C)C)C(OC(=O)c2ccccc2O)C1 (stereo not given)
  A: 107; B: 97; C: 102; D: 98; E: 121; F: 119; G: 88; H: 95; I: 116

CN1CCC(COc2cnc(-c3cccc(Cn4nc(-c5cccc(C#N)c5)ccc4=O)c3)nc2)CC1
  A: 16; B: 78; C: 67; D: 33; E: 54; F: 81; G: 73; H: 68; I: 78

# Overlap with the part before: 2 compounds; new compounds follow.
# Labels used below – A = U251; B = SNB-19; C = SF-268; D = SF-539; E = SF-295; F = HCC-2998; G = SNB-75; H = PC-3; I = DU-145
CC1CCC(C(C)C)C(OC(=O)c2ccccc2O)C1 (stereo not given)
  A: 107; B: 97; C: 102; D: 98; E: 121; F: 119; G: 88; H: 95; I: 116

CN1CCC(COc2cnc(-c3cccc(Cn4nc(-c5cccc(C#N)c5)ccc4=O)c3)nc2)CC1
  A: 16; B: 78; C: 67; D: 33; E: 54; F: 81; G: 73; H: 68; I: 78

O=C(O)CN1C(=O)c2cccc3cccc(c23)C1=O
  A: 97; B: 99; C: 122; D: 99; E: 100; F: 103; G: 89; H: 104; I: 117

CC1(C)OC(=O)C(OCC2CC2)=C1c1ccc(S(C)(=O)=O)cc1
  A: 103; B: 104; C: 116; D: 111; E: 93; F: 108; G: 111; H: 87; I: 116

CCCCCCCCO
  A: ·; B: 103; C: 108; D: 97; E: 108; F: 103; G: 90; H: 94; I: 104

CNC(=O)c1cccc2cc(Oc3ccnc4cc(OCC5(N)CC5)c(OC)cc34)ccc12
  A: 66; B: 68; C: 52; D: 13; E: 58; F: 92; G: 27; H: 67; I: 78

# High-throughput results deposited in PubChem BioAssay by NCI.

# A portion of the library, so the mix of outcomes need not match the whole.
